D2 PAM: HTS Assay for Positive Allosteric Modulators of the Human D2 Dopamine Receptor: Primary Screen for Potentiators | potentiation, % at 10 µM | AID 485347, 2010 | 340,000 tested, 0.34% active | HEK293 T-REx D2, calcium flux, EC20 dopamine potentiation;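 active = potentiation over 3 SD above the plate norm, cut at about 30% in these data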; also: 0% is about no effect
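Potentiation of an EC20 dopamine calcium response measured kinetically over 180 s, after a preceding 180 s compound-only read flagging agonists. Cells: inducible Hek293 Trex D2 line, 4000/well, cultured overnight at 30 C before dye loading.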
RXFP1 antag: qHTS Assay for Antagonists of the Relaxin Receptor RXFP1; Relaxin receptor 1 (Homo sapiens), Q9HBX9; 350,000 tested, 0.59% active; HEK293-RXFP1, relaxin-stimulated cAMP HTRF, 30 min; active compounds read low; activity change, negative = inhibition, % at 57.5 µM;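 active = activity change of -60% or lower, but not beyond a set lower limit; inconclusive = change between -60% and -40%, or beyond the set limit; inactive = change above -40%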; also: % is scaled to controls: 0 for no effect and ±100 for the full control effect
Target sequence (Q9HBX9 whole entry, looked up): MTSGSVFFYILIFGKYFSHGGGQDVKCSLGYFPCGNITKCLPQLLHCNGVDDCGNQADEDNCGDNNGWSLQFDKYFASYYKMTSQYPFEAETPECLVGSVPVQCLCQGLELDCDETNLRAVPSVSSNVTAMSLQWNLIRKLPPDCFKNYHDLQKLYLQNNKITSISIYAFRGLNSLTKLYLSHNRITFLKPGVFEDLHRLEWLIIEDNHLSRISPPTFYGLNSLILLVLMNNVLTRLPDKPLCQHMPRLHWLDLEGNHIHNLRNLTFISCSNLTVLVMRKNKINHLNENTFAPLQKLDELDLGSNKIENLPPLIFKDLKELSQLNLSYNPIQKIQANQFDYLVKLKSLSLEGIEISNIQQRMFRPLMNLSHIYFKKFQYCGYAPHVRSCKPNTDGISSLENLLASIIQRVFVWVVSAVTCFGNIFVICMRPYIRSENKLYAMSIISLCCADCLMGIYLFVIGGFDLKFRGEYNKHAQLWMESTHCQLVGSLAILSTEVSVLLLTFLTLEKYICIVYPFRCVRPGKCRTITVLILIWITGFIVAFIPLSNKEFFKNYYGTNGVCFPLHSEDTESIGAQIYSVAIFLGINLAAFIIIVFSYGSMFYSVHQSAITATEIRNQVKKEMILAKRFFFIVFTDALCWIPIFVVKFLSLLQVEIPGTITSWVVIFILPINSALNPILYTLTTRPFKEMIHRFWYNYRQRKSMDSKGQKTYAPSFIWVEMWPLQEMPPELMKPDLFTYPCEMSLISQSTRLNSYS
D1 agonist: Allosteric Agonists of the Human D1 Dopamine Receptor: qHTS; D(1A) dopamine receptor (Homo sapiens), P21728; HEK293 T-REx D1 cells, calcium flux, agonist mode; activation, % at 2 µM; 360,000 tested, 1% active; in the data active = activation above about 30%; also: 0% is about no effect
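Agonism was scored from calcium flux recorded over 180 s (1 read/s) after pintool compound addition, following a 10-cycle baseline. Cells were inducible force-coupled HEK293 TREx D1, plated overnight at 30 C and loaded with no-wash calcium dye.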
D1 potentiator: Potentiators of Human D1 Dopamine Receptor: qHTS | D(1A) dopamine receptor (Homo sapiens), P21728 | AID 504651, 2011 | potentiation, % at 10 µM | 360,000 tested, 0.036% active | HEK293 TREx D1 cells, calcium flux, dopamine EC20 potentiation; in the data active = potentiation above about 30%; also: 0% is about no effect
Vif-A3G inh: qHTS for Inhibitors of Vif-A3G Interactions: qHTS; 410,000 tested, 0.076% active; AID 602310, 2012; DNA dC->dU-editing enzyme APOBEC-3G (Homo sapiens), Q9HC16; HeLa A3G-eYFP + Vif (tagged APOBEC3G with the HIV-1 protein that degrades it), YFP fluorescence, overnight; Potency, µM (series often up to 46.1 µM), inactives show top-dose activity, negative = active, usual class: inhibitors;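 also: potency is read from the fitted curve at half-maximal effect; % is scaled to controls: 0 for no effect and ±100 for the full control effect; nearly all actives have a fitted effect of over 60% in size; hits raise eYFP signal because A3G escapes Vif-driven loss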
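HeLa cells stably expressing Vif and C-terminally eYFP-tagged A3G, seeded overnight at 37 deg C, then exposed to compound by pintool overnight at 37 deg C. Rise in yellow fluorescence (Ex 488/Em 500-530, Acumen) marks blocked Vif-driven A3G degradation.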
Vif-A3F inh: qHTS for Inhibitors of Vif-A3F Interactions: qHTS; Potency, µM (series often up to 46.1 µM), inactives show top-dose activity, negative = active; HeLa A3F-eYFP + Vif (tagged APOBEC3F with the HIV-1 protein that degrades it), YFP fluorescence increase; 390,000 tested, 0.2% active; also: potency is read from the fitted curve at half-maximal effect; % of control where 0% means no effect; nearly all actives have a fitted effect of over 65% in size
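HeLa cells stably expressing Vif plus C-terminally eYFP-tagged A3F were seeded, incubated overnight at 37 deg C, dosed with compound, incubated overnight again at 37 deg C. Yellow fluorescence (Ex 488/Em 500-530) reported blocked Vif-mediated A3F-eYFP degradation.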
GRP78 ERSR act: qHTS for Inducers of the Endoplasmic Reticulum Stress Response (ERSR) in Human Glioma: qHTS; U87-MG GRP78 promoter luciferase reporter, 16 h; Potency, µM, without a hit: at the top dose activation, actives largely listed as activators; 420,000 tested, 0.02% active; AID 602332, 2012; also: potency is read from the fitted curve at half-maximal effect; series mostly up to about 76 µM; % of control where 0% means no effect; nearly all actives have a fitted effect of over 35% in size
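Stably transfected U87-MG human glioma cells carrying a GRP78-based luminescent sensor were seeded at 1000 cells/well, pin-dosed with compounds and incubated 16 h. Luciferase reagent was then added, and end-point luminescence was read after 10 min at room temperature.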
RXFP1 ag: qHTS Assay for Agonists of the Relaxin Receptor RXFP1 | HEK293T-RXFP1 cAMP TR-FRET, 30 min; response scale: percent of porcine relaxin response, buffer zero | 370,000 tested, 0.3% active | Potency, µM (top dose mostly 57.5 µM), inactives show at the highest dose activation, actives largely listed as activators | Relaxin receptor 1 (Homo sapiens), Q9HBX9; also: potency is read from the fitted curve at half-maximal effect; % is scaled to controls: 0 for no effect and ±100 for the full control effect; nearly all actives have a fitted effect of over 60% in size; many of its hits are not listed in these tables
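cAMP rise read by TR-FRET after 30 min, 37C compound exposure (up to 58 uM) in RXFP1-transfected HEK293 cells with Ro 20174 present. EC50 from Hill-equation fits, with 29 nM porcine relaxin as 100% and buffer as basal.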
D1 antagonist: Antagonist of Human D 1 Dopamine Receptor: qHTS. AID 504652, 2011. HEK293 TREx D1 cells, calcium flux, dopamine EC80; active compounds read low. activity change, negative = inhibition, % at 10 µM. 360,000 tested, 3.2% active. D(1A) dopamine receptor (Homo sapiens), P21728; in the data active = activity change below about -30%; also: % is scaled to controls: 0 for no effect and ±100 for the full control effect
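Compound effects on dopamine-evoked calcium signalling were measured in tetracycline-induced HEK293 Trex D1 cells. Dopamine at EC80 followed a 180 s compound pre-read, and fluorescence was tracked kinetically for 180 s more.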
Starred values were filed as active, the others as inactive; u = inconclusive; x = not tested or not shown. Unless noted, calls follow the shape of the dose curve; as a rule, active = well fitted curve in the direction sought with a large enough effect; inconclusive = small, poorly fitted or top-dose-only effect, or another doubt; inactive = no such curve, though single readings can be large; an effect the other way counts as inactive or inconclusive. These rows are one share of the data; rates above refer to the full screens.

SMILES	D2 PAM	RXFP1 antag	D1 agonist	D1 potentiator	Vif-A3G inh	Vif-A3F inh	GRP78 ERSR act	RXFP1 ag	D1 antagonist
O=C(O)c1ccc(CSc2nc(-c3ccc(Cl)cc3)cc(C(F)(F)F)n2)cc1	13	-26	37*	-3	u	-2%	-1%	-0.7%	-4
CN(c1ccccc1)S(=O)(=O)c1ccc(C(=O)Nc2ccncc2)cc1	13	-11	11	0	1%	5%	-4%	0.7%	2
COc1cccc(NC(=O)Cn2c(=O)cc(C)c3c(C)nn(-c4cccc(F)c4)c32)c1	2	-11	4	2	1%	-1%	-3%	3.7%	12
Cc1nn2c(-c3ccc(F)cc3)ccnc2c1Br	3	4	3	1	-10%	9%	-5%	2.2%	-2
CCOc1cc(CNCCO)cc(Br)c1OCc1ccc(Cl)cc1Cl	x	-92*	x	x	-11%	3%	-15%	2.1%	x
O=c1c2c3c(sc2nc2n1CCCS2)CCCC3	7	-6	2	-6	-7%	x	-1%	3.5%	15
Nc1nonc1-n1nnc(C(=O)N/N=C\c2cccc(Cl)c2)c1CN1CCOCC1	-7	-21	-2	6	1%	16%	-6%	1.1%	-13
COc1ccc(NC(=O)C(=O)NCCC2CCCCN2S(=O)(=O)c2cccs2)cc1 (stereo not drawn)	11	-5	0	-6	u	2%	-5%	-0.2%	7
CC(C)(C)c1ccc(OCc2cc(=O)n3c4c(sc3n2)CCCC4)cc1	18	x	0	-1	0%	-2%	-1%	16%	-5
COc1ccc(C(=O)NCCN2CCOCC2)c(OC)c1	-1	-15	3	-3	0%	u	-3%	0.7%	-9
O=C(NCCc1ccc(Cl)cc1)c1ccc(CS(=O)(=O)c2ccc(Cl)cc2)o1	-11	-16	2	-2	-3%	-3%	-2%	5.3%	5
COCc1c(C(=O)N2CCc3ccccc32)oc2ccccc12	6	-16	2	-4	-20%	-7%	4%	-4.3%	4
COc1ccc(Cn2c(SCc3ccc(C(=O)NC(C)C)cc3)nc3cccnc32)cc1	-2	-7	-1	2	-4%	1%	-8%	7.5%	4
O=C1CN(C(=O)COC(=O)CCS(=O)(=O)c2ccccc2)c2ccccc2N1	-2	1	5	-2	0%	4%	u	-2.5%	24
CC1(C)CC(=O)C2=C(C1)NC(Nc1nc3ccccc3o1)=NC2c1ccccn1 (stereo not drawn)	x	-36	-1	0	6%	u	-3%	-1.4%	34
Cc1ccn2cc(C(=O)Nc3ccc4c(c3)OCCO4)nc2c1	-9	-9	0	-3	1%	1%	-5%	0.9%	-1
Cn1cc(S(=O)(=O)N2CCCCC2)cc1C(=O)Nc1ccc(OC(F)(F)F)cc1	15	x	0	-4	0%	-4%	-3%	0.7%	-26
CCCOc1ccc(C(=O)Nc2ccc(N3CCOCC3)cc2N2CCOCC2)cc1OCC	x	7	x	x	-3%	-9%	-4%	x	x
Cc1ccc(S(=O)(=O)N(C)C)cc1NC(=O)C1CCCC1	-11	4	11	7	2%	5%	-2%	0.9%	9
O=C(NCC1(N2CCCCC2)CCCCC1)C1CC(=O)N(c2ccc3c(c2)OCCO3)C1 (stereo not drawn)	11	-12	0	2	1%	-10%	-3%	0.0%	-2
COc1ccccc1Oc1coc2cc(O)ccc2c1=O	-2	8	6	-9	0%	12%	2%	0.1%	-24
CCC(c1nnnn1CCOC)N1CCN(Cc2ccccc2OC)CC1 (stereo not drawn)	-4	-6	2	-5	-8%	10%	2%	1.6%	-12
CCOC(=O)c1[nH]nc2c1C(=O)N(CC)C2=O	1	1	3	-3	1%	1%	-4%	0.1%	0
N#Cc1cc2c(nc1SC1CCCCC1O)CCCC2 (stereo not drawn)	-7	1	0	-13	0%	-3%	0%	1.2%	-21
Cc1ccc(C(=O)Nc2cccc(C(F)(F)F)c2)cc1Nc1ncnc2nc[nH]c12	x	-8	0	-1	-3%	-7%	-5%	-0.4%	-17
Cc1cccc(CCN2C(N(C)C)=NC[C@@H]2C)c1	9	x	1	-5	1%	4%	-2%	0.2%	-10
CC(C)(C)c1ccc(C(=O)NC(=S)NNC(=O)c2cccs2)cc1	-13	-38	367*	29	-9%	-13%	14µM*	1.5%	156
Cc1cccc(C)c1NC(=O)Cn1c(=O)n(Cc2ccc(C(=O)NCc3ccco3)cc2)c(=O)c2sccc21	4	-6	10	-1	x	x	x	21%	7
Cc1nc2nc(Cc3ccccc3)[nH]n2c(=O)c1Cl	-1	-6	3	-1	-4%	1%	-1%	1.1%	8
CN1CCN(S(=O)(=O)c2ccc(NC(=S)NC(=O)C(C)(C)C)cc2)CC1	0	-7	3	-10	0%	-4%	-4%	3.7%	-9
CCOc1ccc(Oc2ccccc2NC(=O)CSCC(=O)Nc2cc(C)on2)cc1	17	0	13	-6	-5%	-9%	-3%	1.6%	-44*
COc1cccc(CNC(=O)c2cccc(NC(=O)CC3SC(N4CCCCC4)=NC3=O)c2)c1 (stereo not drawn)	7	-7	0	-1	-21%	1%	-1%	0.7%	12
CN(C)C(=O)C1C2NC(=S)N(c3ccccc3)C1(C)Oc1ccccc12 (stereo not drawn)	x	2	2	-1	-1%	12%	0%	0.2%	-9
COc1cc(NCCCn2cnc3c(OC)ncnc32)cc(OC)c1OC	x	1	x	x	-2%	-11%	-5%	x	x
Cc1cccc(Cn2c(SCc3ccc(C(=O)NC4CCCC4)cc3)nc3ccncc32)c1	2	1	5	-4	-3%	-3%	0%	-0.5%	0
O=C(CCNC(=O)c1ccccc1Cl)Nc1cc(S(=O)(=O)N2CCOCC2)ccc1N1CCOCC1	-9	-2	0	-7	1%	0%	4%	7.1%	15
COc1ccc(OC)c(CNC(=O)Cn2nc(C)c3nn(-c4ccc(Cl)cc4)c(C)c3c2=O)c1	-7	-3	1	1	5%	7%	-4%	11%	-13
CCC(CO)NS(=O)(=O)c1cc(-c2nn(C)c(=O)c3ccccc23)ccc1C (stereo not drawn)	6	15	2	2	3%	-3%	-3%	3.3%	-2
COC(=O)c1nn(-c2cccc(C(F)(F)F)c2)c(=O)cc1Sc1ccccn1	18	13	0	-4	2%	6%	0%	-1.8%	3
Cc1cccc(OCCn2c(=O)oc3ccc(C)cc32)c1	17	6	11	-1	0%	12%	10%	-1.3%	3

The list goes on, starting with the last 2 of the part before.
SMILES	D2 PAM	RXFP1 antag	D1 agonist	D1 potentiator	Vif-A3G inh	Vif-A3F inh	GRP78 ERSR act	RXFP1 ag	D1 antagonist
COC(=O)c1nn(-c2cccc(C(F)(F)F)c2)c(=O)cc1Sc1ccccn1	18	13	0	-4	2%	6%	0%	-1.8%	3
Cc1cccc(OCCn2c(=O)oc3ccc(C)cc32)c1	17	6	11	-1	0%	12%	10%	-1.3%	3
Nc1nonc1-n1nnc(C(=O)N/N=C/c2ccccc2F)c1-c1cccs1	1	-16	2	-1	2%	-8%	-3%	-1.9%	2
COc1cccc(C=NN2CCCCCC2)c1OC	x	-11	x	x	-6%	0%	8%	x	x
COc1cccc(C(=O)OCC(=O)NCCCc2ccccc2)c1	6	-5	3	5	0%	-5%	-5%	0.1%	-1
CC(=O)N1CCc2cc(S(=O)(=O)NC(C)c3ccccc3)ccc21 (stereo not drawn)	x	2	15	1	2%	-7%	-3%	1.5%	9
CC(=O)c1cccc(NC(=O)C2CCN(S(=O)(=O)c3ccc4[nH]c(=O)ccc4c3)CC2)c1	-2	x	0	0	1%	2%	0%	1.9%	13
CC(=O)Nc1ccc(NS(=O)(=O)c2ccc3c(c2)NC(=O)CC(=O)N3)cc1	3	34	8	8	1%	-8%	-1%	-0.4%	19
COc1cccc(N=C2C(=O)N3CCCc4cccc2c43)c1	6	-7	1	-10	0%	1%	6%	-1.0%	0
C#Cc1ccc([C@H]2C=C(C(=O)N3CCN(Cc4ccccc4)CC3)O[C@@H](OCC)[C@@H]2CCCO)cc1	1	x	-3	-2	-12%	6%	-5%	-0.1%	-12
CCCCOC(=O)c1cccnc1	6	5	3	-2	-4%	5%	-4%	-1.2%	-4
O=C(NCCC1=CCCCC1)c1ccc2c(c1)N(Cc1cccc(Cl)c1)C(=O)c1ccccc1S2(=O)=O	23	-6	3	-4	0%	3%	0%	-2.4%	4
COc1ccc(C(=O)NCC(c2ccc(N(C)C)cc2)N2CCOCC2)cc1 (stereo not drawn)	11	x	2	-2	3%	-4%	-3%	-1.8%	-4
Cc1ccc(-n2nc(CN3CCOCC3)c(-c3ccccc3)c2N)c(C)c1	-8	21	-1	-3	0%	2%	-4%	0.2%	14
COc1ccnc(N2CCN(c3ccc(Cl)cc3)CC2)c1C#N	1	8	7	-4	1%	-1%	5%	8.3%	-31*
Cc1nnc(SCc2cc(=O)n3cccc(C)c3n2)s1	-4	7	0	2	5%	-13%	-5%	26%	-47*
Cc1ccc(-c2nsc(SCC(=O)NCC3CCCO3)n2)cc1 (stereo not drawn)	13	9	5	-1	1%	1%	8%	1.1%	-16
Cc1ccc(/C=C/C2=Cc3c(sc(NC(=O)CSc4n[nH]c(N)n4)c3C#N)C(C)(C)C2)o1	19	x	3	-6	x	x	x	0.0%	-4
COc1ccc(C(C#N)N2CCCCCC2)cc1OC (stereo not drawn)	-8	9	0	-3	1%	0%	-5%	0.3%	8
CSc1ncnc2c1ncn2CCCN(C)CCc1ccccn1	x	-4	x	x	-1%	-2%	4%	x	x

Assay outcomes deposited in PubChem by National Center for Advancing Translational Sciences (NCATS).
